# hERG WT inh – blocks the wildtype human KCNH2 potassium channel. Q12809. U2OS, BacMam KCNH2, thallium flux FluxOr; active compounds read low. activity change, % at 1.84 µM. 340,000 compounds, 0.37% hits. AID 720551;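 active = maximum activity change below -70%; inconclusive = maximum activity change between -70% and -50%; inactive = maximum activity change above -50%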; note: % is set by controls: 0 for no effect and ±100 for the full control effect
#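 U2OS cells were transduced with wild-type KCNH2 virus (2.03 x 10^8 / mL) for 4 h at room temperature, then cultured overnight at 37 C. Thallium flux was read with FluxOr dye. Rate constants were normalized to DMSO controls.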
# Mito fusion yeast – blocks mitochondrial division or promotes mitochondrial fusion; Potency, µM (titrated, usually from 46.1 µM), for the others: top-dose growth rescue (activation), usual class: activators; 320,000 compounds, 0.23% hits; S. cerevisiae fusion-defective mutant growth rescue, CellTiterGlo 48 h;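 note: potency is the fitted concentration of half-maximal effect; % of control where 0% means no effect; nearly all actives have a fitted effect of over 45% in size; temperature-sensitive fusion mutants such as fzo1-1 at 37 °C on non-fermentable ethanol glycerol medium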
#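 Luminescent cell viability in 1536-well qHTS format served as the measure of rescued growth in ts fusion-mutant S. cerevisiae cultured on non-fermentable YPEG for 48 hours at 37C.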
# ELG1 DNA repair – inhibitors of ELG1-dependent DNA repair in HEK293T cells | HEK293T ELG1-luciferase reporter, luminescence, 16 h; DNA damage induced by 5-fluorouridine | 330,000 compounds, 2.3% hits | Potency, µM (highest dose often 46.1 µM), for the others: top-dose activity change, negative = inhibition, usual class: inhibitors | AID 504467; note: potency is the fitted concentration of half-maximal effect; % is set by controls: 0 for no effect and ±100 for the full control effect; nearly all actives have a fitted effect of over 55% in size
#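 Luminescence from the luciferase reporter, measured 30 min after ONE-Glo reagent at room temperature, was the read-out. Beforehand, 2,000 cells per well were exposed for 16 hr at 37 °C to 5-fluorouridine together with compound or vehicle.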
# TRPV1 agonist – human TRPV1 agonism | 320,000 compounds, 0.19% hits | activation, % at 8.33 µM | Q8NER1 | TRPV1-expressing cells, Fluo-8 calcium influx, agonist mode; in the data active = activation above about 80%; inconclusive = between about 30% and that limit; note: 0% is about no effect
#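 Fluo-8 calcium influx in TRPV1-expressing cells, kinetic read (ex 480/em 520 nm). Compound added and read 3 min for agonist activity, followed by capsaicin at EC20 final and 2 min further read for enhancement.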
# TSHR antagonist – antagonists of human thyroid stimulating hormone receptor; P16473; TSHR-expressing cells, TSH-stimulated cAMP HTRF, 2 h; active compounds read low; activity change, negative = inhibition, % at 11.5 µM; 330,000 compounds, 0.2% hits; AID 504810;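 active = activity change below a set negative limit, meaning inhibition stronger than a set level, cut at about -70% in these data; inconclusive = activity change between two set negative limits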; note: % is set by controls: 0 for no effect and ±100 for the full control effect
#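 TSHR-expressing cells, 200/well, pre-treated with compound, then stimulated with EC80 TSH (4nM final) for 2 hours at 37 deg C. cAMP measured by competitive HTRF: anti-cAMP cryptate antibody in lysis buffer plus cAMP-d2, read after 30 minutes at room temperature.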
# Eya2 inh – inhibitors of human Eya2 phosphatase activity | 330,000 compounds, 0.006% hits | recombinant Eya2, OMFP fluorescence dephosphorylation (OMFP is methylfluorescein phosphate) | Potency, µM (top dose mostly 76.9 µM), without a hit: top-dose activity, negative = inhibition, actives largely listed as inhibitors; note: potency is the fitted concentration of half-maximal effect; % is set by controls: 0 for no effect and ±100 for the full control effect
#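 Eya2 protein (added as 0.2 uM solution) was preincubated with compound for 10 min at ambient temperature in 50 mM HEPES pH 7.5, 50 mM NaCl, 5 uM MgCl2, 0.05% BSA, 1 mM DTT. OMFP (added at 50 uM) then reacted 10 min; fluorescence read at 485/525 nm.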
# TCR activator – activators of T cell receptors. Potency, µM (series often up to 9.22 µM), without a hit: at the top dose activation of IL-2 secretion, hits mostly activators. primary human leukocytes, anti-CD3, IL-2 HTRF, 48 h. AID 504894. 330,000 tested, under 10 active; note: % of control where 0% means no effect
#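 Readout: HTRF IL-2, Eu-cryptate/d2 antibody pair, 320nm excitation, 665nm emission. Stimulus: a-CD3 beads, no co-stimulation. Cells: primary human leukocytes. Exposure: 48 hr with compound.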
# KCNH2 3.1 inh – inhibitors of human KCNH2 3.1 potassium channel isoform; U2OS KCNH2 3.1, thallium flux FluxOr; active compounds read low; activity change, % (tested at about 1.8 µM); 340,000 compounds, 0.95% hits;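 active = maximum activity change below -70%; inconclusive = maximum activity change from -70% to -50%; inactive = maximum activity change above -50%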;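 note: thallium influx rate constant from kinetic fluorescence after stimulation buffer; % is set by controls: 0 for no effect and ±100 for the full control effect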
#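 Steps: virus added to U2OS suspension (4 h, RT, dark); medium with 10% FBS added, cells plated, 37 C overnight; FluxOr/Red40 loading buffer 45 min RT; stimulation buffer, 2 min kinetic read; rate constant normalized.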
# USP2a inh – inhibitors of human ubiquitin-specific protease USP2a | O75604 | USP2 core, Ub-CHOP2 coupled fluorogenic reporter, 485/531 | Potency, µM (doses to about 38.3 µM), inactives show at the top dose activity change, negative = inhibition, usual class: inhibitors | 330,000 compounds, 0.01% hits | AID 463254;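 note: potency is the fitted concentration of half-maximal effect; plate controls were DMSO wells for no effect and full inhibition by NEM control for full effect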
# Target sequence (O75604 whole entry, looked up): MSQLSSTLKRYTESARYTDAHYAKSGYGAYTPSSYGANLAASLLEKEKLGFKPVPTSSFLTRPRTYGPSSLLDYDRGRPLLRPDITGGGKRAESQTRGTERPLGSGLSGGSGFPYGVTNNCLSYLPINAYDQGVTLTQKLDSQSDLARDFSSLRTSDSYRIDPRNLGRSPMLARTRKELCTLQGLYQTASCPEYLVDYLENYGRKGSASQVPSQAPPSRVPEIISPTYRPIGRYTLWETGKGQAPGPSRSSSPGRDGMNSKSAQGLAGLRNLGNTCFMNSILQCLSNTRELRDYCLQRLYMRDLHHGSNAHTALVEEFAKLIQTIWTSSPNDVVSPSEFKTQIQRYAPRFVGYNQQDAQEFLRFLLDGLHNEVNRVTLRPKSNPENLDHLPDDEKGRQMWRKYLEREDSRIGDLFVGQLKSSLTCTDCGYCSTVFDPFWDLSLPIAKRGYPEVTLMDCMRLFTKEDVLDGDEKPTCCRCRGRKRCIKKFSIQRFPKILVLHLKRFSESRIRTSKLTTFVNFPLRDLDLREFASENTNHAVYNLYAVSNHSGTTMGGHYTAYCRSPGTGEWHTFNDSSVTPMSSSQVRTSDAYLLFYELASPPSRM
#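 Cell-free coupled assay: 10nM USP2 core preincubated 30min RT with compound in Tris-HCl pH 8.0/CaCl2/CHAPS buffer, then 25nM Ub-CHOP2 and 25nM reporter substrate; fluorescence (Ex 485/Em 531) read after 60min RT, normalized to NEM inhibition, concentration-response curves fitted.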
# A-T KAP1 phos – potential ataxia-telangiectasia treatments restoring KAP-1 phosphorylation; […] A-T fibroblasts, KAP-1 phosphorylation AlphaLISA; neocarzinostatin DNA damage 30 min before lysis; Potency, µM (top dose mostly 57.5 µM), inactives show top-dose activation, hits mostly activators; 320,000 compounds, 0.19% hits; AID 485349; note: potency is the fitted concentration of half-maximal effect; % of control where 0% means no effect; nearly all actives have a fitted effect of over 45% in size
#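 ATM-like activity read as KAP-1 phosphorylation via AlphaLISA donor/acceptor antibody pairs after lysis and 6 hr at 25C. Cells were ATM-null patient fibroblasts ([…], hTERT), dosed 60 min, then exposed to the DSB inducer NCS for 30 min.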
# Active calls of the source: *; u = inconclusive; x = not tested or not shown; [ ] = another dose, or the depositor's remark. Unless noted, calls come from the whole dose curve; as a rule, active = well fitted curve in the direction sought with a large enough effect; inconclusive = small, poorly fitted or top-dose-only effect, or another doubt; inactive = no such curve, though single readings can be large; an effect the other way counts as inactive or inconclusive. An excerpt; count on the stated rates, not on these rows.
item	SMILES	hERG WT inh	Mito fusion yeast	ELG1 DNA repair	TRPV1 agonist	TSHR antagonist
1	C=CCn1c(=N)n(CC(O)COc2ccccc2OC)c2ccccc21 (centres undefined)	65	1%	u	x	5
2	O=C(Nc1ccccc1Cl)NC1(C(=O)N2CCC(O)CC2)CCCCC1	-4	5%	14%	-4	-31
3	CC(=O)c1ccc(NC(=O)Nc2ccc3c(c2)nc(C)n3C)cc1	-4	2%	u	1	4
4	CCN(CC)C(=O)[C@H]1C[C@H](CC(=O)NCCc2ccccn2)C(=O)N2CCc3c([nH]c4cc(-c5ccco5)ccc34)[C@]12C	-6	x	-6%	x	-3
5	CC(C)N(C(=O)Cn1c(SCC(=O)NCc2ccc3c(c2)OCO3)nc2ccccc21)C(C)C	-122*	-4%	-4%	5	-3
6	Cc1ccc(NC(=O)c2sccc2C)cc1[N+](=O)[O-]	-4	4%	u	5	-12
7	CCOC(=O)C(O)(NC(=O)c1cccnc1)C(F)(F)F (centres undefined)	2	2%	7%	0	5
8	O=C(Nc1ncn[nH]1)c1cccc(S(=O)(=O)N2CCOCC2)c1	10	-2%	-1%	-2	-5
9	O=C(NCc1cc(C(F)(F)F)cc(C(F)(F)F)c1)C1CC(c2cccc([N+](=O)[O-])c2)=NO1 (centres undefined)	-6	7%	12%	-1	28
10	CC(OC(=O)CNS(=O)(=O)/C=C/c1ccccc1)C(=O)Nc1ccc(S(=O)(=O)N2CCCC2)cc1 (centres undefined)	-6	-4%	3%	-1	-4
11	Cc1ccccc1N=Nc1ccc(O)c2ncccc12	1	15%	u	2	11
12	Cc1cc(C)n(C(=O)c2cccc(S(=O)(=O)N3CCOCC3)c2)n1	1	4%	12%	-3	-15
13	COc1ccc(/C=C/C(=O)NCCCN2CCCCCC2)cc1	13	6%	-11%	1	2
14	COc1ccc(NC(=O)Nc2cccc3c2O[C@H](CN(C)C(=O)Nc2ccc4c(c2)OCO4)[C@@H](C)CN([C@H](C)CO)C3=O)cc1	8	x	u	x	-12
15	O=C(Nc1ccc2c(c1)CCCN2C(=O)c1ccccc1)c1ccccc1	-3	-18%	u	26	4

item	Eya2 inh	TCR activator	KCNH2 3.1 inh	USP2a inh	A-T KAP1 phos
1	5%	-6%	-16	3%	1%
2	-7%	4%	-6	1%	8%
3	-9%	-4%	-20	3%	-3%
4	8%	1%[46.1 µM]	6	2%	5%
5	1%	-9%[46.1 µM]	1	-1%	1%
6	-3%	9%[46.1 µM]	-3	1%	3%
7	-1%	-7%	-2	3%	0%
8	4%	1%	21	4%	2%
9	-28%	-1%	-8	1%	8%
10	-4%	3%[46.1 µM]	0	0%	-3%
11	11%	-1%[46.1 µM]	-4	-1%	-9%
12	6%	5%	-1	2%	21%
13	2%	6%	-4	-16%	-8%
14	-5%	-3%	23	2%	6%
15	0%	4%	14	2%	2%

# Some of the entries so far, bar-delimited.
item | Structure | hERG WT inh | Mito fusion yeast | ELG1 DNA repair | TRPV1 agonist | TSHR antagonist | Eya2 inh | TCR activator | KCNH2 3.1 inh | USP2a inh | A-T KAP1 phos
5 | CC(C)N(C(=O)Cn1c(SCC(=O)NCc2ccc3c(c2)OCO3)nc2ccccc21)C(C)C | -122* | -4% | -4% | 5 | -3 | 1% | -9%[46.1 µM] | 1 | -1% | 1%
15 | O=C(Nc1ccc2c(c1)CCCN2C(=O)c1ccccc1)c1ccccc1 | -3 | -18% | u | 26 | 4 | 0% | 4% | 14 | 2% | 2%
10 | CC(OC(=O)CNS(=O)(=O)/C=C/c1ccccc1)C(=O)Nc1ccc(S(=O)(=O)N2CCCC2)cc1 (centres undefined) | -6 | -4% | 3% | -1 | -4 | -4% | 3%[46.1 µM] | 0 | 0% | -3%
14 | COc1ccc(NC(=O)Nc2cccc3c2O[C@H](CN(C)C(=O)Nc2ccc4c(c2)OCO4)[C@@H](C)CN([C@H](C)CO)C3=O)cc1 | 8 | x | u | x | -12 | -5% | -3% | 23 | 2% | 6%

# (listing goes on)
item	SMILES	hERG WT inh	Mito fusion yeast	ELG1 DNA repair	TRPV1 agonist	TSHR antagonist
16	COc1ccc(N2CCN(C(=O)CS(=O)Cc3nc(-c4ccc(OC)c(OC)c4)oc3C)CC2)cc1 (centres undefined)	-4	-4%	-18%	-5	-9
17	Cc1cccc(C(=O)NCC(=O)OC(C)C(=O)Nc2ccc(Cl)cn2)c1 (centres undefined)	3	4%	-3%	3	x
18	CCCN1C(=O)c2ccc(C(=O)NC3=NCCS3)cc2C1=O	-5	-2%	26%	7	-1
19	CCOC(=O)c1[nH]c(C)c(C(=O)N2CCOCC2)c1C	6	1%	9%	0	26
20	O=C(CCNS(=O)(=O)c1cccs1)NCc1cccs1	4	0%	-5%	-1	1
21	CCOc1ccc(CO[C@@H]2O[C@H](CO)[C@@H](O)[C@H](O)[C@H]2NC(C)=O)cc1OC	6	1%	21%	-3	2
22	CCC(C)N(C(=O)COC(=O)c1cn(CC)c2nc(C)ccc2c1=O)C1CCS(=O)(=O)C1 (centres undefined)	3	-4%	-3%	2	37
23	O=C(Nc1ccc(-c2n[nH]c(=S)o2)cc1)c1ccccc1	-3	5%	0%	1	-5
24	Cc1ccc(CNC(=O)c2cc(S(=O)(=O)N3CCCC3)cn2C)cc1	-2	2%	2%	2	-1
25	C=CC[C@@H](CC(=O)N(CCO)Cc1ccccc1)C(=O)NCCOC(=O)[C@H](CC=C)CC(=O)OC(C)(C)C	-4	x	0%	x	-19
26	CC1(C)OC(c2ccccc2)=C/C(=C\C=N\NC(=O)c2ccncc2)O1	-2	-5%	u	28	11
27	COc1ccc(CN(C)C(=O)CCN=C2NS(=O)(=O)c3ccccc32)c(OC)c1	1	-2%	-3%	0	5
28	Cc1cccc(NC(=O)C2c3ccccc3Oc3ccccc32)n1	-2	u	5%	0	-14
29	COc1ccc2sc(N(CCCN(C)C)C(=O)c3ccc(S(=O)(=O)N4CCCC4)cc3)nc2c1	-5	-8%	10%	-2	9
30	CCc1c(C)sc(NC(=O)OC)c1C(=O)N1CCCCC1	-19	-3%	7%	0	19

item	Eya2 inh	TCR activator	KCNH2 3.1 inh	USP2a inh	A-T KAP1 phos
16	8%	2%	16	2%	-19%
17	4%	-3%	-4	0%	2%
18	15%	-4%	-15	0%	-7%
19	9%	2%	1	1%	7%
20	31%	24%	-4	0%	2%
21	u	-3%	-16	2%	-9%
22	28%[15.4 µM]	-4%	-2	-2%	16%
23	-5%	-4%	-9	-1%	-7%
24	-5%	-6%	6	2%	-10%
25	-32%	-2%	19	u	0%
26	-12%	4%	4	-10%	-27%
27	3%	-1%	13	-8%	-4%
28	-13%	-11%	6	-1%	10%
29	1%	x	4	0%	-11%
30	-4%	1%	0	1%	1%

# Values by screen from the entries so far:
# Nos. 16 to 27 in A-T KAP1 phos, in turn: -19%, 2%, -7%, 7%, 2%, -9%, 16%, -7%, -10%, 0%, -27%, -4%
# Nos. 16 to 27 in hERG WT inh, in turn: -4, 3, -5, 6, 4, 6, 3, -3, -2, -4, -2, 1
# Nos. 16 to 27 in Eya2 inh, in turn: 8%, 4%, 15%, 9%, 31%, u, 28%[15.4 µM], -5%, -5%, -32%, -12%, 3%

# Next section.
item	SMILES	hERG WT inh	Mito fusion yeast	ELG1 DNA repair	TRPV1 agonist	TSHR antagonist
31	O=C(O)c1ccccc1NC(=O)C1CCN(S(=O)(=O)c2cccc3nsnc23)CC1	6	13%	15%	-2	5
32	NC(=O)CN1CCOCCOCCN(CC(N)=O)CCOCCOCC1	15	-7%	-13%	-7	-11
33	Cc1ccc(NC(=O)CC2SC(=NCC3CCCO3)NC2=O)cc1Cl (centres undefined)	-21	-3%	6%	-2	8
34	Cc1ccc2[nH]c(CN3CCC(CO)(CC4CCCCO4)CC3)c(C)c2c1 (centres undefined)	-21	0%	24%	3	-5
35	COc1ccc(C(=O)OCC(=O)Nc2sccc2C(N)=O)cc1[N+](=O)[O-]	-3	-5%	-5%	1	-26
36	Cc1ccc(S(=O)(=O)c2c(C)cc(C)nc2Cl)cc1	-3	1%	7%	14	-3
37	Cc1ccccc1CNC(=O)c1ccc2nc(N3CCOCC3)sc2c1	2	2%	-16%	16	-8
38	CC(C)C[C@H](N)c1nnc(S(=O)(=O)Cc2ccc(F)cc2)o1	3	14%	u	-5	u

item	Eya2 inh	TCR activator	KCNH2 3.1 inh	USP2a inh	A-T KAP1 phos
31	2%	7%	3	-5%	0%
32	-4%	2%[46.1 µM]	11	0%	3%
33	-9%	3%[46.1 µM]	7	-3%	-2%
34	0%	2%	-25	1%	-2%
35	9%	2%	-14	2%	7%
36	-17%	-1%	-8	0%	-6%
37	-11%	-1%	-3	-2%	-2%
38	10%	2%	4	1%	-4%
